ASAP1 GAP inh: inhibitors of human ASAP1 ArfGAP activity | 360,000 tested, 0.19% active | ASAP1-stimulated ARF1 GTP hydrolysis, GDP FP detection | AID 624377 | inhibition, % at 16.5 µM | Q9ULH1; in the data active = inhibition above about 25%;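 note: 0% = vehicle with enzyme and substrate and 100% = no enzyme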
KLK7 zymogen act: proKLK7 (human) activation, primary screen; activation, % at 7 µM; AID 652039; purified proKLK7, EDANS-DABCYL substrate fluorescence; 100% is mature enzyme control, 0% vehicle; 370,000 tested, 0.9% active;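 active = activation above the mean of all tested compounds plus 3 SD, computed per campaign excluding outliers beyond control limits, cut at about 13% in these data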
FXN GAA850 act: activators of GAA850 frataxin (FXN) promoter | 360,000 tested, 0.56% active | HEK293 lucGAA850 FXN promoter luciferase reporter, 24 h; percent of 10 µM SAHA response | activation, % at 6 µM;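 active = activation above the average of all compounds screened plus 3 SD, cutoff fixed separately per campaign, cut at about 7.5% in these data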;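 note: 0% = DMSO wells and 100% = 10 µM SAHA wells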
ARFGAP1 inhibitor: inhibitors of rat ARFGAP1; Q62848; Arfgap1-stimulated ARF1 GTP hydrolysis, GDP FP detection; inhibition, % at 16.5 µM; 360,000 tested, 0.26% active; AID 651572;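 active = inhibition above a per-plate limit, mean inhibition of low control wells plus 3 SD, cut at about 25% in these data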;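 note: 0% = DMSO wells with enzyme and 100% = wells lacking Arfgap1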
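Material: truncated rat Arfgap1 GAP domain; Incubation: compound-enzyme preincubation 20 min, reaction 120 min, detection 60 min, 25 °C; Read-out: percent inhibition of Arfgap1-stimulated GTP hydrolysis; Technique: FP, GDP Alexa 633 tracer displaced from anti-GDP antibody, 620/688 nm; Controls: No-Arfgap1 wells (100%) versus DMSO full-reaction wells (0%); Replication: single well per compound.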
GC-A act: GC-A (human) enzyme activation; HEK293 GC-A cells, cGMP TR-FRET, EC30 ANP; 0% at EC30 ANP, 100% saturating ANP; activation, % at 10 µM; 370,000 tested, 0.14% active; in the data active = activation above about 40%
Target sequence (P16066 whole entry, looked up): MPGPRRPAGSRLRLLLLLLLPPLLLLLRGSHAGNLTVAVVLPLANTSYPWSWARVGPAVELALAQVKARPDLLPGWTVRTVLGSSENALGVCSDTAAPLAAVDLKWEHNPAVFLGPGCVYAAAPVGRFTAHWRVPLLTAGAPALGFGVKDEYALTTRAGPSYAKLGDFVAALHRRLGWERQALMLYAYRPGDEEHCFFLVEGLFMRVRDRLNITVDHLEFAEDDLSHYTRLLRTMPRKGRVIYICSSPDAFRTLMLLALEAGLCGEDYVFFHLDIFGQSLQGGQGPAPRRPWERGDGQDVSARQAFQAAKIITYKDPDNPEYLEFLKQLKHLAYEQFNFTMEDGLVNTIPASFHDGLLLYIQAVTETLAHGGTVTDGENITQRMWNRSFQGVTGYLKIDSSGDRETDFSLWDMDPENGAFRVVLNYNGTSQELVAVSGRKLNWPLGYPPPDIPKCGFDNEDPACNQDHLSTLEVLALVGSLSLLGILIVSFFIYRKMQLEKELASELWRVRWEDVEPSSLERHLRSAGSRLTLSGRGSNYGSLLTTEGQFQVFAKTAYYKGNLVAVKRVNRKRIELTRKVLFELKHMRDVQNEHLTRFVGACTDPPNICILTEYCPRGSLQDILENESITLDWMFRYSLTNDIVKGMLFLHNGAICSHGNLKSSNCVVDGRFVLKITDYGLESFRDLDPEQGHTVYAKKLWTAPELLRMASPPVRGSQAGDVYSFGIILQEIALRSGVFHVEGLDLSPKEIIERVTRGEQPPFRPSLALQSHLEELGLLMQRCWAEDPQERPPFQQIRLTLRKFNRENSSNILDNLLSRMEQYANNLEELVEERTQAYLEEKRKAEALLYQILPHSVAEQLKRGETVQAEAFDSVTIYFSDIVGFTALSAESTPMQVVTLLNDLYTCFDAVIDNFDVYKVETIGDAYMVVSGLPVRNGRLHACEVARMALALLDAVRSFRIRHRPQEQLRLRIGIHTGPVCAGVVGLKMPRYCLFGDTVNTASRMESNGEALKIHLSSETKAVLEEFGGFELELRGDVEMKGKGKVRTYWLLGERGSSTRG
rCAG RNA binder: molecules binding r(CAG) RNA repeats. AID 651821. r(CAG) RNA repeat, TO-PRO-1 dye displacement fluorescence. inhibition, % at 3 µM. 370,000 tested, 1.3% active;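 active = inhibition above the plate cutoff, the mean of all test compounds on that plate plus 3 SD, cut at about 35% in these data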;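 note: 0% = DMSO alone and 100% = 100 µM mitoxantrone as full dye displacement; higher means more dye released from RNA so lower well fluorescence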
sPLA2-III inh: Inhibits HGIII-sPLA2 liposome hydrolysis, primary screen | QFRET BODIPY PC-A2 liposome hydrolysis, fluorescence | Q9NZ20 | inhibition, % at 12.2 µM | 370,000 tested, 0.56% active;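 active = inhibition above mean plus 3 SD of compounds lying within the high and low control bounds, cut at about 19% in these data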;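 note: 0% = median of test compound wells and 100% = no enzyme DMSO wells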
Tn6 DDE FP: inhibitors of Tn6 peptide binding to human fibrin DD(E); P02675; Fibrin DD(E) TRITC-Tn6 fluorescence polarization displacement; inhibition, % at 8.3 µM; 370,000 tested, 0.21% active; AID 720509;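 active = inhibition above a per-campaign cutoff: mean of compounds within control limits plus 3 SD, cut at about 15% in these data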;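 note: 0% = median of all compound wells on the plate and 100% = blocking peptide control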
GC-B act: GC-B (human) receptor activation. P20594. activation, % at 10 µM. AID 1920062. HEK293-GC-B cells, CNP EC30, cGMP TR-FRET; 0% at EC30 CNP, 100% saturating CNP. 370,000 tested, 0.11% active;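 active = activation at 10 µM reaching about 35% in either raw or pattern-adjusted values, limit read from the data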
ADAM10 inh: ADAM10 inhibition, QFRET primary screen. recombinant ADAM10, EDANS/DABCYL FRET peptide cleavage, 3 h. inhibition, % at 7 µM. 370,000 tested, 0.62% active;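 active = inhibition above a per-campaign cutoff equal to the mean of compounds falling between control-based bounds plus 3 SD, cut at about 20% in these data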;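 note: 0% = DMSO wells while the 100% control is not disclosed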
The depositor's hits bear a star; . = no result given.

(1) CCOC(=O)[C@]12CCCC=C1N(CCC1=CCCCC1)C(=O)[C@H](CC(=O)NCc1cccc3ccccc13)C2
(2) CSC1=C(C#N)C(c2ccccc2C)C(C#N)=C(N)N1 (stereo not drawn)
(3) Nn1c(SCC(=O)Nc2nnc(-c3ccccc3)o2)nnc1C1CC1
(4) CC[C@@H](CCC=C(C)C)C(=O)N(Cc1ccccc1)c1ccccc1
(5) O=C(NNc1ccccn1)C(=O)NNS(=O)(=O)c1ccc(F)cc1
(6) C=CCNC(=O)c1ccc(-n2cccc2)cc1
(7) COc1ccccc1/C=N/N1C(=O)C(CC(=O)Nc2ccc([N+](=O)[O-])cc2OC)SC1=Nc1cccc(C)c1C (stereo not drawn)
(8) CCNCC(=O)N1c2ccccc2CCc2ccc(NC(C)=O)cc21
compound no.	1	2	3	4	5	6	7	8
ASAP1 GAP inh	8	-14	-4	-1	-1	12	-9	-9
KLK7 zymogen act	-0.4	0.5	0.6	0.1	1.1	0.3	0.0	0.4
FXN GAA850 act	.	11*	2.2	-1.6	3.0	0.9	.	-2.7
ARFGAP1 inhibitor	17	-8	-5	4	1	3	10	-3
GC-A act	-3	-1	2	-10	3	-5	2	-4
rCAG RNA binder	8	3	3	-1	1	4	11	-3
sPLA2-III inh	-12	-73	9	3	-3	3	-9	-5
Tn6 DDE FP	2	-1	-5	0	2	-5	4	-6
GC-B act	3	-12	2	-21	-5	-4	-6	-2
ADAM10 inh	-7	-16	-5	2	3	11	2	2

(9) CC(=O)c1cccc(OCC(O)CNCCOc2ccc(C)cc2)c1 (stereo not drawn)
(10) c1ccc(CNc2nc(-c3cccs3)nc3ccccc23)nc1
(11) CCOC(=O)COc1cc(-n2c(=S)[nH]c3ccccc3c2=O)c(Cl)cc1Cl
(12) COC(=O)[C@H](CC(C)C)N1Cc2cc(OC)cc(OC)c2-c2ccccc2S1(=O)=O
(13) O=C(Nc1cccc2ccccc12)N1CC=CCC1
(14) COC(=O)c1ccc(NC(=O)Nc2cccc(F)c2)cc1
(15) O=C1CCCN1c1cccc(Br)c1
(16) Cc1nc(-c2ccc(F)cc2)c(CC(=O)Nc2cc(S(=O)(=O)N3CCCCC3)ccc2C)s1
compound no.	9	10	11	12	13	14	15	16
ASAP1 GAP inh	3	-3	13	7	2	8	-3	0
KLK7 zymogen act	-0.7	1.0	-0.1	-0.7	-10	-0.7	0.2	0.0
FXN GAA850 act	-0.2	1.9	0.9	0.0	-0.7	2.6	-0.7	19*
ARFGAP1 inhibitor	11	3	-2	7	6	5	8	6
GC-A act	-1	5	4	-4	12	2	-1	-2
rCAG RNA binder	-2	3	11	4	0	10	2	12
sPLA2-III inh	-2	-3	7	1	-1	-16	0	-23
Tn6 DDE FP	0	-3	-4	-9	3	-2	1	-3
GC-B act	-10	0	3	-4	-7	-4	8	-7
ADAM10 inh	1	-4	4	-56	-226	9	1	15

(17) Cc1oc(-c2ccc(Cl)cc2)cc1C(=O)O
(18) CC(C)n1c(=S)[nH]c2ccccc2c1=O
(19) CCN1C(=O)[C@H]2[C@@H](c3ccc(OC)cc3)N[C@]3(CCCN(Cc4ccco4)C3=O)[C@H]2C1=O
(20) CN(C(=O)COc1ccccc1)c1nc(-c2ccc(F)cc2)cs1
(21) CNC(=O)/C(C#N)=C\c1cc(C)n(-c2ccc(N3CCOCC3)cc2)c1C
(22) O=C(COC(=O)c1ccc(S(=O)(=O)NCc2ccco2)cc1)NCc1ccccc1
(23) CCCCNC(=O)c1onc(CSc2ccc(OC)cc2)c1C(=O)O
(24) CN1CCC(C)(C(=O)Nc2ccc3c(c2)OCCO3)C1 (stereo not drawn)
compound no.	17	18	19	20	21	22	23	24
ASAP1 GAP inh	0	-7	6	-6	-7	0	6	6
KLK7 zymogen act	-0.4	-0.2	0.1	0.1	1.2	-0.3	0.7	0.3
FXN GAA850 act	1.6	0.3	0.1	2.7	-0.3	1.5	1.4	0.2
ARFGAP1 inhibitor	8	-1	-6	-9	-3	7	7	2
GC-A act	-4	8	1	-5	8	-2	1	3
rCAG RNA binder	7	-3	9	0	-5	7	10	0
sPLA2-III inh	-6	8	2	6	-3	-14	4	10
Tn6 DDE FP	-2	1	-7	1	0	-3	3	-3
GC-B act	-6	8	0	-6	2	-1	6	1
ADAM10 inh	1	5	-12	3	-17	-4	3	-12

(25) Cc1ccc(C(=O)N2CCCC(Nc3ccc(F)cc3)C2)cc1C (stereo not drawn)
(26) CC(C)c1ccc(NC(=O)COc2ccccc2)cc1
(27) CCOC(=O)CSc1ccc(S(=O)(=O)N2CCC(C)CC2)cc1[N+](=O)[O-]
(28) CCCCn1c(N)c(N(CC(C)C)C(=O)CCCn2c(=O)oc3ccccc32)c(=O)[nH]c1=O
(29) CCOC(=O)N1CCC(NC(=O)CSCc2nc(-c3ccc(OC)cc3)oc2C)CC1
(30) COc1cc(CNC(=O)Nc2nnc([C@@H]3C[C@H](O)[C@@H](CO)O3)s2)cc(OC)c1OC
(31) O=C(CN1CCN(S(=O)(=O)c2ccc(Cl)cc2)CC1)NC1CCCC1
(32) Cc1onc(-c2ccccc2Cl)c1C(=O)N/N=C(\N)COc1ccc(Cl)cc1
compound no.	25	26	27	28	29	30	31	32
ASAP1 GAP inh	7	-6	7	7	7	-6	4	8
KLK7 zymogen act	0.0	-0.9	0.0	0.4	-0.4	-0.4	0.6	-0.7
FXN GAA850 act	0.9	1.3	-3.4	1.7	-2.2	-0.9	1.7	-0.3
ARFGAP1 inhibitor	1	-3	-2	-10	10	7	-8	10
GC-A act	-3	0	-4	5	-1	9	-1	2
rCAG RNA binder	-8	8	0	0	-7	2	-8	-4
sPLA2-III inh	1	1	-13	2	-4	1	3	12
Tn6 DDE FP	-8	-6	-11	2	3	-2	-5	6
GC-B act	-6	-2	-2	2	1	1	-2	2
ADAM10 inh	-12	2	-1	1	8	9	0	9

Continued (4 carried over from the part before).
(29) CCOC(=O)N1CCC(NC(=O)CSCc2nc(-c3ccc(OC)cc3)oc2C)CC1
(30) COc1cc(CNC(=O)Nc2nnc([C@@H]3C[C@H](O)[C@@H](CO)O3)s2)cc(OC)c1OC
(31) O=C(CN1CCN(S(=O)(=O)c2ccc(Cl)cc2)CC1)NC1CCCC1
(32) Cc1onc(-c2ccccc2Cl)c1C(=O)N/N=C(\N)COc1ccc(Cl)cc1
(33) COc1ccccc1OCCn1cc(C(=O)c2ccco2)c2ccccc21
(34) CCOC(=O)c1c(NC(=O)c2ccc(Cl)s2)sc(C)c1C
(35) O=C1C=C(CCc2ccccc2)CCC1
(36) CN1C(=O)CC(N2CCC(c3nc4ccccc4s3)CC2)C1=O (stereo not drawn)
(37) Cc1occc1-c1nnc(SCCNCCO)o1
(38) CCOC(=O)c1cc(-c2ccccc2)sc1NC(=O)C(C)OC(=O)c1ccncc1 (stereo not drawn)
(39) CCOc1ccc(C(C)(C)C)cc1S(=O)(=O)N1CCOCC1
(40) O=C(Nc1ccc2ncccc2c1)Nc1ccc2ncccc2c1
compound no.	29	30	31	32	33	34	35	36	37	38	39	40
ASAP1 GAP inh	7	-6	4	8	19	2	-2	9	-8	-15	-1	8
KLK7 zymogen act	-0.4	-0.4	0.6	-0.7	0.5	0.2	-0.5	-0.1	0.2	-0.4	-0.1	-12
FXN GAA850 act	-2.2	-0.9	1.7	-0.3	0.1	-2.0	-1.3	3.9	-2.3	0.8	2.7	6.1
ARFGAP1 inhibitor	10	7	-8	10	10	6	1	-1	11	-11	-4	9
GC-A act	-1	9	-1	2	-4	-4	0	0	-4	0	-5	8
rCAG RNA binder	-7	2	-8	-4	2	-1	1	-5	-3	4	-7	17
sPLA2-III inh	-4	1	3	12	-8	14	-2	-3	3	5	2	-16
Tn6 DDE FP	3	-2	-5	6	-8	-2	6	-1	-2	-4	-5	-8
GC-B act	1	1	-2	2	1	-15	2	0	4	0	2	3
ADAM10 inh	8	9	0	9	-5	-10	-5	0	-1	2	6	-41

(41) CC(=O)c1ccc(NC(=O)/C(=C\c2cccs2)NC(=O)c2ccco2)cc1
(42) CCOC(=O)c1oc2ccc(/C=N/O)c(Cl)c2c1C
(43) CCC(NC(=O)Nc1ccc(O)cc1)(C(F)(F)F)C(F)(F)F
(44) CC1CCCCC1NC(=O)CN1C(=O)NC(C)(c2cc(F)ccc2F)C1=O (stereo not drawn)
(45) CCS(=O)(=O)N1CCC(c2nc(-c3ccc(C)cc3)no2)CC1
(46) Cc1c(Cl)cccc1NC(=S)N1CCCCCC1
(47) O=C1NC(=O)C2(CCc3ccccc32)N1 (stereo not drawn)
(48) CCOC(=O)c1cccc(NC(=S)N2CCN(c3ncc4c(=O)c(C(=O)O)cn(CC)c4n3)CC2)c1
compound no.	41	42	43	44	45	46	47	48
ASAP1 GAP inh	-16	10	2	-7	11	-7	-3	2
KLK7 zymogen act	0.6	0.4	0.0	0.0	0.3	0.0	0.0	-0.3
FXN GAA850 act	-0.9	6.8	0.3	-0.8	1.4	2.2	3.4	0.5
ARFGAP1 inhibitor	-1	-5	1	4	8	-1	-5	-4
GC-A act	3	0	0	-5	3	0	-6	5
rCAG RNA binder	-1	1	5	1	-5	-2	0	1
sPLA2-III inh	-1	-8	-3	5	0	6	-7	-4
Tn6 DDE FP	8	-2	13	9	-6	6	2	-9
GC-B act	0	-1	-8	6	-8	10	-7	4
ADAM10 inh	0	2	3	0	-4	-4	1	-5

(49) COc1ccc(C(=O)NC(=O)NC2(C(Cl)(Cl)Cl)OCCO2)cc1
(50) CCOC(=O)c1cc(C#N)c(Nc2ccccc2OC)nc1C(F)(F)F
(51) CCOC(=O)C1CCN(C(=O)c2ccc3c(c2)NC(=O)/C(=C\c2ccc(C)cc2)S3)CC1
(52) N#Cc1c(NC(=O)C2CC=CCC2C(=O)O)sc2c1CCCCCC2 (stereo not drawn)
(53) CN(Cc1ccccc1)S(=O)(=O)c1nnc(NC(=O)c2ccccc2)s1
(54) CN(C)CCNC(=O)c1cc2ccccc2oc1=O
(55) COc1ccc(OC)c(-n2c(O)cnc2Nc2nc(C)cc(C)n2)c1
(56) Cn1ccnc1Sc1nc(Nc2cccc(Cl)c2)nc(N2CCOCC2)n1
compound no.	49	50	51	52	53	54	55	56
ASAP1 GAP inh	-1	-9	4	1	-18	6	7	0
KLK7 zymogen act	-0.1	-0.2	-0.7	0.1	0.9	0.1	0.3	0.5
FXN GAA850 act	-0.2	-0.9	0.7	2.4	-3.4	0.1	1.9	1.5
ARFGAP1 inhibitor	3	12	-7	4	0	0	-6	1
GC-A act	4	1	9	-1	-2	3	0	4
rCAG RNA binder	-5	-1	3	30	16	-3	-2	5
sPLA2-III inh	3	-3	-13	-14	-3	-1	5	-12
Tn6 DDE FP	-7	14	-4	-2	-5	-5	-3	3
GC-B act	8	-5	-4	-3	-2	8	-1	6
ADAM10 inh	-4	0	1	2	7	-49	7	3

As entered above:
Result of `CC[C@@H](CCC=C(C)C)C(=O)N(Cc1ccccc1)c1ccccc1` in GC-B act: -21
Result of `COc1cc(CNC(=O)Nc2nnc([C@@H]3C[C@H](O)[C@@H](CO)O3)s2)cc(OC)c1OC` in GC-B act: 1

Bioassay records as filed in PubChem BioAssay.
